Bioassay records from PubChem BioAssay.
M1 ag parental = counter-screen for M1 agonists: effect in parental CHO-K1 cells; Fluo-8 calcium fluorescence; scaled to maximal ATP response, vehicle zero; activation, % at 3 µM; hit rate 0.48% among 360,000; AID 602248, 2012; in the data active means activation above about 15%;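 further: untransfected CHO-K1 host cells lacking M1 receptor as counterscreen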
CHO-K1 Ca antag = nonselective inhibitor or artifact in parental CHO-K1 cells | ATP-induced calcium, Fluo-8 fluorescence | inhibition, % at 3 µM | hit rate 0.6% among 360,000;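 active means inhibition above a per-plate cutoff, the plate's mean sample inhibition plus 3 SD, cut at about 24% in these data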;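 further: 0% = DMSO plus EC80 ATP and 100% = DMSO alone without ATP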
M1 PAM parental = nonselective calcium activators in parental CHO-K1 cells, primary screen, counter-screen for M1 PAM project, cell-based, Fluo-8 calcium fluorescence, full deck, 1536-well | AID 602247, 2012 | activation, % at 3 µM | hit rate 0.02% among 360,000 | ATP EC20; 0% at ATP EC20, 100% at ATP max;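 active means activation above the run cutoff, the mean activation of all test compounds plus 3 SD, cut at about 40% in these data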;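 further: peak over basal fluorescence ratio in a 140 s read after ATP addition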
CHO parental Ca = ATP-evoked calcium signal inhibitors, parental CHO, primary screen, counter-screen for OX1R antagonist project, cell-based, fluorescence, Fluo-8 calcium dye; inhibition, % at 5.6 µM; hit rate 0.63% among 330,000; parental CHO-K1, ATP-induced calcium, Fluo-8 fluorescence;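 active means inhibition above that plate's mean sample inhibition plus 3 SD, cut at about 26% in these data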;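 further: 0% = ATP-challenged DMSO wells and 100% = DMSO wells without ATP; some compounds past the cut are filed as inactive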
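Material: parental CHO cells / Compound: single nominal dose of 5.6 µM per compound / Signal: Fluo-8 fluorescence / Replicates: singlicate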
TAAR1 antag = human TAAR1 antagonists, primary screen, Fluo-8 calcium fluorescence, CHO RD-HGA16 cells. antagonist. hit rate 1.5% among 360,000. inhibition, % at 3 µM. AID 624466, 2012;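 active means inhibition above a per-plate cutoff, the mean inhibition of test compounds on that plate plus 3 SD, cut at about 49% in these data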;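 further: 0% = DMSO plus EC80 beta-PEA response and 100% = DMSO alone without agonist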
Target sequence (Q96RJ0 whole entry, looked up): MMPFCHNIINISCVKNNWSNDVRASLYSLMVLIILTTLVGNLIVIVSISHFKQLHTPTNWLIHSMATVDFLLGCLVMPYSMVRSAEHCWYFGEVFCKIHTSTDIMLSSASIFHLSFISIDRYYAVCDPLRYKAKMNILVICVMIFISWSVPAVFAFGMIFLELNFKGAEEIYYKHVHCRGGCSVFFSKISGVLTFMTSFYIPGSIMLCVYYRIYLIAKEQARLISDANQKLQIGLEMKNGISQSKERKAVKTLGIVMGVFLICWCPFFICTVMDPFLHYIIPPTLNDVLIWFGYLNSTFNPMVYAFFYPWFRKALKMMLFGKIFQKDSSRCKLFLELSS
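Test system: hTAAR1-expressing CHO RD-HGA16 cells, Gα16-coupled; Probe or stimulus: EC80 β-phenethylamine stimulus; Compound dosing: single nominal final test compound concentration of 3 µM; Timing: 140 s kinetic read after compound, 140 s after agonist; Signal: Fluo-8 calcium-sensitive fluorescence; Measure: % inhibition of agonist calcium response; Controls: DMSO and EC80 PEA controls.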
TAAR1 ag = human TAAR1 agonists, primary screen, Fluo-8 calcium fluorescence, CHO RD-HGA16 cells. Trace amine-associated receptor 1 (Homo sapiens), Q96RJ0. vehicle wells 0%, saturating PEA agonist 100%. activation, % at 3 µM. hit rate 0.99% among 360,000. AID 624467, 2012;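 active means activation above the mean activation of all test compounds in the run plus 3 SD, cut at about 38% in these data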
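Assay system: CHO-derived RD-HGA16 cells with stable Gα16 and human TAAR1; timing: 17-24 h seeding, 75 min 37 °C dye, 30 min RT; read-out: % activation from peak over basal fluorescence ratio, DMSO-to-PEA scaled; measured by: kinetic Fluo-8 calcium fluorescence; benchmarks: low control DMSO, high control PEA (EC100); doses: 3 µM single concentration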
* = called active by the depositor; · = not tested or not shown.

A first look:
Abbreviations – A = M1 ag parental; B = CHO-K1 Ca antag; C = M1 PAM parental; D = CHO parental Ca; E = TAAR1 antag; F = TAAR1 ag
COc1cc(/C=N/Nc2ccccc2)ccc1OC(=O)c1cccs1
  A: ·; B: ·; C: ·; D: -14; E: 6; F: -2

O=C(NC(NC1CCS(=O)(=O)C1)C(=O)c1cccs1)c1ccccc1 (configuration not stated)
  A: ·; B: ·; C: ·; D: -24; E: -8; F: -2

N#C/C(=C\c1ccc(-c2cccc([N+](=O)[O-])c2)o1)c1nnc(N2CCOCC2)n1-c1ccccc1
  A: ·; B: ·; C: ·; D: -25; E: 43; F: 14

CCOc1ccc(C(=O)N/N=C/c2c(C)[nH]c(=O)[nH]c2=O)cc1
  A: ·; B: ·; C: ·; D: -3; E: 0; F: 4

COc1cc(NS(=O)(=O)c2ccc(NC(=O)c3ccc(S(=O)(=O)N4CCCC4)cc3)cc2)ncn1
  A: ·; B: ·; C: ·; D: -13; E: -1; F: 6

Cc1ccccc1C(=O)Oc1ccc(Sc2ccc(O)cc2)cc1
  A: ·; B: ·; C: ·; D: -17; E: 61*; F: 10

O=C(CSc1nc2[nH]ncc2c(=O)[nH]1)Nc1nccs1
  A: ·; B: ·; C: ·; D: 1; E: -4; F: 0

COc1cccc(NC(=O)CSc2nnc(-c3ccoc3C)n2-c2ccccc2)c1
  A: ·; B: ·; C: ·; D: -34; E: 12; F: -3

COc1cccc(-c2[nH]nc3c2C(c2ccc(C)o2)C(C#N)=C(N)O3)c1 (configuration not stated)
  A: ·; B: ·; C: ·; D: -3; E: 12; F: 5

O=C(NCc1ccco1)C1CCCN(S(=O)(=O)c2cccc3nonc23)C1 (configuration not stated)
  A: ·; B: ·; C: ·; D: -1; E: -11; F: 3

CN1CCN(C(c2ccc(C(F)(F)F)cc2)c2cc(Cl)c3cccnc3c2O)CC1 (configuration not stated)
  A: ·; B: ·; C: ·; D: 0; E: 5; F: 119*

Results (from the top)
Abbreviations – A = M1 ag parental; B = CHO-K1 Ca antag; C = M1 PAM parental; D = CHO parental Ca; E = TAAR1 antag; F = TAAR1 ag
COc1cc(/C=N/Nc2ccccc2)ccc1OC(=O)c1cccs1
  A: ·; B: ·; C: ·; D: -14; E: 6; F: -2

O=C(NC(NC1CCS(=O)(=O)C1)C(=O)c1cccs1)c1ccccc1 (configuration not stated)
  A: ·; B: ·; C: ·; D: -24; E: -8; F: -2

N#C/C(=C\c1ccc(-c2cccc([N+](=O)[O-])c2)o1)c1nnc(N2CCOCC2)n1-c1ccccc1
  A: ·; B: ·; C: ·; D: -25; E: 43; F: 14

CCOc1ccc(C(=O)N/N=C/c2c(C)[nH]c(=O)[nH]c2=O)cc1
  A: ·; B: ·; C: ·; D: -3; E: 0; F: 4

COc1cc(NS(=O)(=O)c2ccc(NC(=O)c3ccc(S(=O)(=O)N4CCCC4)cc3)cc2)ncn1
  A: ·; B: ·; C: ·; D: -13; E: -1; F: 6

Cc1ccccc1C(=O)Oc1ccc(Sc2ccc(O)cc2)cc1
  A: ·; B: ·; C: ·; D: -17; E: 61*; F: 10

O=C(CSc1nc2[nH]ncc2c(=O)[nH]1)Nc1nccs1
  A: ·; B: ·; C: ·; D: 1; E: -4; F: 0

COc1cccc(NC(=O)CSc2nnc(-c3ccoc3C)n2-c2ccccc2)c1
  A: ·; B: ·; C: ·; D: -34; E: 12; F: -3

COc1cccc(-c2[nH]nc3c2C(c2ccc(C)o2)C(C#N)=C(N)O3)c1 (configuration not stated)
  A: ·; B: ·; C: ·; D: -3; E: 12; F: 5

O=C(NCc1ccco1)C1CCCN(S(=O)(=O)c2cccc3nonc23)C1 (configuration not stated)
  A: ·; B: ·; C: ·; D: -1; E: -11; F: 3

CN1CCN(C(c2ccc(C(F)(F)F)cc2)c2cc(Cl)c3cccnc3c2O)CC1 (configuration not stated)
  A: ·; B: ·; C: ·; D: 0; E: 5; F: 119*

CCN(CC)S(=O)(=O)c1cccc(C(=O)N[C@@H](C)c2nc3ccccc3[nH]2)c1
  A: ·; B: ·; C: ·; D: -17; E: 0; F: 2

COc1ccccc1CNC(=O)c1cn(C)c2ccc(S(=O)(=O)N3CCCCC3)cc2c1=O
  A: ·; B: ·; C: ·; D: -21; E: 6; F: 0

CN1CCCC1CCNc1ccc2oc3ccccc3c(=O)c2c1 (configuration not stated)
  A: ·; B: ·; C: ·; D: -11; E: -7; F: 0

N#CC1=C(N)N2C(=C(C#N)C1c1ccc(Br)cc1)Nc1ccccc12 (configuration not stated)
  A: ·; B: ·; C: ·; D: 14; E: 41; F: 12

O=C(N/N=C(\Cc1ncc[nH]1)c1ccccc1)c1ccccc1
  A: ·; B: ·; C: ·; D: -10; E: 8; F: -1

COc1ccccc1-c1c(NC(=O)c2ccco2)n(C)c2ccccc2c1=O
  A: ·; B: ·; C: ·; D: -5; E: -1; F: 0

COc1ccc(C(=O)Oc2c(CN3CCOCC3)cc(Cl)c3cccnc23)cc1OC
  A: ·; B: ·; C: ·; D: 1; E: 7; F: 0

CC(C)(C)OC(=O)N1CCC(CC2CC(c3cccc(Br)c3)=NO2)(C(=O)NCC2CCCCC2)CC1 (configuration not stated)
  A: ·; B: ·; C: ·; D: -16; E: 36; F: 2

CCCNC(=O)c1c[nH]c2ccc(S(=O)(=O)N(C)c3ccc(OCC)cc3)cc2c1=O
  A: ·; B: ·; C: ·; D: -12; E: 33; F: 19

CC/C(=C/c1sc2ccc(C)cc2[n+]1CCCS(=O)(=O)[O-])SC
  A: ·; B: ·; C: ·; D: 2; E: -5; F: 3

Cc1ccccc1OCC(=O)NCC(=O)N/N=C/c1cccc([N+](=O)[O-])c1
  A: ·; B: ·; C: ·; D: -2; E: 7; F: 6

N#CC(=C=[N-])c1nc2ccccc2nc1-[n+]1cccc(NC(=O)c2ccc(F)cc2)c1
  A: ·; B: ·; C: ·; D: -12; E: -7; F: -1

COc1ccc([C@@H]2C[C@@H](c3ccccc3)Oc3c(C)ccc(C(C)C)c32)cc1
  A: ·; B: ·; C: ·; D: -18; E: -19; F: 10

Cc1ccc(S(=O)(=O)Nc2ccccc2C(=O)NCC2CCCO2)cc1 (configuration not stated)
  A: ·; B: ·; C: ·; D: -3; E: -36; F: 8

Cn1ncc(C#N)c1NC(=O)C1CC(c2ccccc2Cl)=NO1 (configuration not stated)
  A: ·; B: ·; C: ·; D: -3; E: -12; F: -2

Cc1ccc(CNC(=O)C2c3ccccc3C(=O)N(C)C2c2c[nH]c3ccccc23)o1 (configuration not stated)
  A: ·; B: ·; C: ·; D: -30; E: 23; F: 10

COC(=O)Cc1[nH]c(Cl)nc1C(N)=O
  A: ·; B: ·; C: ·; D: -10; E: -12; F: -2

COc1ccccc1Cc1c(-c2ccc(C#N)cc2)nc2c(Cl)cc(C(F)(F)F)cn12
  A: 2.9; B: -15; C: 18; D: ·; E: ·; F: ·

CCC(c1nnnn1-c1c(C)cccc1C)N1CCN(c2ccc(C(F)(F)F)cc2[N+](=O)[O-])CC1 (configuration not stated)
  A: 1.4; B: -15; C: 16; D: ·; E: ·; F: ·

Nc1nc2cc(Cl)ccc2cc1C(=O)NCCCc1ccccc1
  A: 12; B: 9; C: -3; D: ·; E: ·; F: ·

A portion of the library; count on the stated rates, not on these rows.
